ABCB6 inh MLPCN: human ABCB6 transporter inhibition | Q9NP58 | K562-ABCB6 porphyrin accumulation, flow cytometry, 1 h; active compounds read low | fluorescence ratio to DMSO, % at 10 µM | 360,000 compounds, 0.19% hits | AID 602162;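 active = fluorescence ratio to DMSO below 75%, the collection mean minus 3 SD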;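 note: signal is porphyrin accumulated inside mitochondria; 100% equals median channel fluorescence of DMSO control wells; lower ratio means ABCB6 inhibition with less porphyrin fluorescence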
MC4R antagonist: human MC4R antagonism in cAMP assay; inhibition, % at 6.5 µM; P32245; AID 540295; MC4R-expressing cells, MTII-stimulated cAMP, LANCE TR-FRET; 360,000 compounds, 0.48% hits;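 active = inhibition above its plate's cutoff, the mean of tested wells on that plate plus 3 SD, cut at about 29% in these data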;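 note: 0% = Melanotan II alone and 100% = Melanotan II plus saturating MCL0020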
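System: U2OS cells stably expressing human melanocortin 4 receptor (MC4R). Reagent: Melanotan II challenge after compound preincubation. Doses: 6.5 µM. Times: 30-min compound, 1-h challenge, 1-h detection, room temperature. Measured by: TR-FRET with Eu-cAMP and labeled anti-cAMP, 671 nm. Replicates: singlicate.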
HTR2A ag: activates the mouse 5-HT2A serotonin receptor. CHO-K1 mHTR2A beta-arrestin complementation, luminescence; percent of 30 µM serotonin response. activation, % at 7.6 µM. 360,000 compounds, 0.66% hits;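 active = activation above a run cutoff, the mean activation of all tested compounds plus 3 SD, cut at about 14% in these data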;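 note: 0% = plate median of compound wells and 100% = 30 µM serotonin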
Cardio protect: modulators protecting cardiomyocytes from myocardial damage; protection from H2O2 cell death, % at 20 µM; 360,000 compounds, 0.63% hits; AID 588492; H9c2 cardiomyocytes, H2O2 injury protection, ATPLite, 2 h;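 active = compounds giving at least 50% protection of heart cells from peroxide-induced death in the single-dose screen, raw or plate-pattern-corrected value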;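 note: 0% = DMSO wells with peroxide and 100% = DMSO wells without peroxide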
TLR9-MyD88 block: TLR9-MyD88 interaction inhibition; Q9NR96+Q99836; CHO BLA complementation TLR9-MyD88, CCF4 FRET ratio; inhibition, % at 4.98 µM; 340,000 compounds, 0.21% hits;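 active = inhibition above the mean over all tested compounds plus 3 SD, cut at about 21% in these data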;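 note: 0% = DMSO only wells and 100% = clavulanate BLA inhibitor control wells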
Target sequence (Q99836 whole entry, looked up): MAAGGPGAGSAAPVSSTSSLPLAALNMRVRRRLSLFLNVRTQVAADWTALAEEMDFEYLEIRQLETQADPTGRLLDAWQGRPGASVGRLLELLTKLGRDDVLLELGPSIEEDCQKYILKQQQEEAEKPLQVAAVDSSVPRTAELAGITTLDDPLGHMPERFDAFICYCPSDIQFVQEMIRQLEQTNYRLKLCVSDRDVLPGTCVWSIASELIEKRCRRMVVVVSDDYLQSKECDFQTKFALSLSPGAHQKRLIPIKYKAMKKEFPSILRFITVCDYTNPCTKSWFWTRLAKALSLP
Target sequence (Q9NR96 whole entry, looked up): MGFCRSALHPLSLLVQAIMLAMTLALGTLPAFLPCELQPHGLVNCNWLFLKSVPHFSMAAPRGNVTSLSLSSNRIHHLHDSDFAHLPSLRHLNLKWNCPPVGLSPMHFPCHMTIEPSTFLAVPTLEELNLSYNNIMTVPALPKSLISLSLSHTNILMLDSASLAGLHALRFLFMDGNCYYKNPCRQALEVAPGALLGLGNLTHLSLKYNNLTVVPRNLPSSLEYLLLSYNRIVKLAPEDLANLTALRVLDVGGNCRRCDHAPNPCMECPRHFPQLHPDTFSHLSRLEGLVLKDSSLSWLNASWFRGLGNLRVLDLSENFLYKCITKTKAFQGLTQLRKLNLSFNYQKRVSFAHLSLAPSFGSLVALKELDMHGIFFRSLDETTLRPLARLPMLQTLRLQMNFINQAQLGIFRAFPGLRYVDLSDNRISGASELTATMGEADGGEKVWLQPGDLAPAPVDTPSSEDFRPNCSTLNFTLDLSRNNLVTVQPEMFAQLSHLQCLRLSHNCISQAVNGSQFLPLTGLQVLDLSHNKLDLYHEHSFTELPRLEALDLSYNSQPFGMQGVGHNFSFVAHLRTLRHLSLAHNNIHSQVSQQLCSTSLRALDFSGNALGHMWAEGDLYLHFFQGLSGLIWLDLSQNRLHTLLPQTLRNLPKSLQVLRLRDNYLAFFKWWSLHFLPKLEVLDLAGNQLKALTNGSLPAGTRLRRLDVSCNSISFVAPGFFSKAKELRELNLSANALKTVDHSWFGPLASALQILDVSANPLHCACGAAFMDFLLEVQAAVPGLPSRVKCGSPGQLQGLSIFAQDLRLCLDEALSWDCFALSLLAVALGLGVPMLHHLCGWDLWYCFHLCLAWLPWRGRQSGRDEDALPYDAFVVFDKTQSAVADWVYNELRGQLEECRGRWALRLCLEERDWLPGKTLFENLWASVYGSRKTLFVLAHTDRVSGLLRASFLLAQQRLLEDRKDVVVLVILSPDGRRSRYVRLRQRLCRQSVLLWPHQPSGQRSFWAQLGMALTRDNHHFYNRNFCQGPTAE
N-glyco inh: N-linked glycosylation inhibition; AID 588692; 360,000 compounds, 0.23% hits; reporter increase, % at 12.5 µM; D54 ERlucT glycosylation luciferase reporter, 24 h; percent of 100 nM tunicamycin response;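 active = mean luciferase reporter signal, scaled so untreated is 0 and the glycosylation-blocking control 100, at or above a set limit in every replicate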;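 note: luciferase carries N-glycosylation sites so blocking glycosylation raises the light; 0% = median of neutral control wells and 100% = median of 100 nM tunicamycin wells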
NOD2-RIPK2 inh: NOD2-RIPK2 protein interaction inhibition. CHO BLA complementation NOD2-RIPK2, CCF4 ratio. inhibition, % at 4.98 µM. 360,000 compounds, 0.38% hits; in the data active = inhibition above about 21%;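 note: 0% = vehicle only and 100% = reference blocker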
NCOA2 inhibitor: human SRC2 (NCOA2) inhibition; Q15596; HEK293 GAL4-SRC2 luciferase reporter, luminescence; inhibition, % at 9 µM; 370,000 compounds, 0.17% hits; AID 651957;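 active = inhibition above the mean inhibition of all tested compounds plus 3 SD, set per campaign, cut at about 52% in these data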;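 note: 0% = DMSO treated cells and 100% = cells given Gossypol at 36 µM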
MC4R ag barr: agonists of human melanocortin 4 receptor (MC4R) beta-arrestin | 360,000 compounds, 0.98% hits | P32245 | U2OS MC4R beta-arrestin complementation, luminescence; percent of melanotan II response, DMSO zero | AID 540308 | activation, % at 8.9 µM;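 active = activation above a per-plate cutoff, the mean activation of sample wells on that plate plus 3 SD, cut at about 8% in these data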
ABHD5 PLIN5 PPI: ABHD5-PLIN5 protein interaction inhibition | AID 602281 | Split G. princeps luciferase complementation, luminescence, 4 h | Q00G26+Q8WTS1 | 360,000 compounds, 0.78% hits | inhibition, % at 4 µM;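 active = inhibition above the mean inhibition across every tested compound plus 3 SD, cut at about 22% in these data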;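 note: 0% = DMSO only wells and the 100% control is not disclosed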
Active calls of the source: *; nt = not tested or not shown. The list is partial, so the mix of outcomes need not match the whole.

[1] CCOc1ccc(NC(=S)N(CCN2CCOCC2)Cc2cc3cc4c(cc3[nH]c2=O)OCCO4)cc1
[2] COc1ccc2sc(-c3ccc(S(C)(=O)=O)cc3)c(-c3ccc(SC)cc3)c2c1
[3] O=C(CC1CCCCC1)N1CCN(c2ccccn2)CC1
[4] CC(=O)OC1CCC2(C)C(COc3ccc4ccc(=O)oc4c3)C(C)(O)CCC2C1(C)C (stereo not given)
[5] CCOC(=O)C1=C(COC(=O)CCOc2ccc(C)cc2)NC(=O)NC1C (stereo not given)
[6] COCCNC(=O)c1ccc(N2CC3CC(C2)c2cccc(=O)n2C3)c(NC(=O)c2ccc(Br)o2)c1 (stereo not given)
[7] CCOC(=O)c1cnc(-n2nc(C)cc2C)nc1N1CC(C)OC(C)C1 (stereo not given)
[8] CCC1(C)CC(C(N)=S)CCO1 (stereo not given)
[9] COc1c(C)cc(C(=O)C2CCCN(Cc3c(C)n(C)n(-c4ccccc4)c3=O)C2)cc1C (stereo not given)
[10] C/C(N)=C(/C#N)C(=O)CSc1nnnn1-c1ccc(C)cc1

| entry no. | 1 | 2 | 3 | 4 | 5 | 6 | 7 | 8 | 9 | 10 |
| --- | --- | --- | --- | --- | --- | --- | --- | --- | --- | --- |
| ABCB6 inh MLPCN | 98 | 88 | 103 | 97 | 92 | 97 | 95 | 103 | 99 | 98 |
| MC4R antagonist | 10 | 3 | 4 | 0 | -12 | 2 | -5 | 12 | -3 | 3 |
| HTR2A ag | -7 | -6 | 1 | 6 | 5 | -2 | 0 | 0 | 0 | 3 |
| Cardio protect | 12 | 2 | -4 | 8 | 0 | -5 | 2 | 6 | 8 | -5 |
| TLR9-MyD88 block | -2 | 0 | 7 | -10 | 4 | 3 | -7 | -13 | nt | -2 |
| N-glyco inh | 1 | -10 | -1 | -4 | 4 | 0 | -1 | 2 | -2 | 1 |
| NOD2-RIPK2 inh | 0 | 4 | 3 | 0 | -12 | 0 | 8 | -5 | -5 | -7 |
| NCOA2 inhibitor | -27 | -5 | -13 | -13 | 13 | 15 | -12 | -3 | -18 | -21 |
| MC4R ag barr | -1.8 | -0.5 | -1.7 | 3.6 | 0.1 | -2.0 | -3.5 | 0.5 | -0.4 | -2.1 |
| ABHD5 PLIN5 PPI | -11 | -3 | -1 | -6 | 10 | 5 | 5 | -3 | 1 | -1 |

[11] Cn1c(CCCCCN)nc2ccccc21
[12] O=C(CSCc1ccc(F)cc1)NCc1cccs1
[13] CC(=O)N1CCN(C(=O)/C(C#N)=C/c2ccc3c(c2)OCO3)CC1
[14] Cc1ccc(OCc2nnc(SCC(=O)Nc3sc(C)c(C)c3C#N)n2C)cc1
[15] Fc1cccc(Cl)c1Cn1nnc(-c2ccc3c(c2)OCO3)n1
[16] C=CCNc1sc(C(=O)c2ccc(C)cc2)c(N)c1C#N
[17] COc1cccc(C(C)(O)c2nc(-c3ccc(Cl)cc3)cs2)c1 (stereo not given)
[18] O=C(Nc1nccs1)C1CC(=O)N(c2ccccc2)C1 (stereo not given)
[19] Cc1ccc(-c2cc(C(F)F)nc(S(C)(=O)=O)n2)cc1
[20] COc1ccc(N(C)S(=O)(=O)c2cccc(C(=O)OC(C)C(=O)NC3CCCCC3C)c2)cc1 (stereo not given)

| entry no. | 11 | 12 | 13 | 14 | 15 | 16 | 17 | 18 | 19 | 20 |
| --- | --- | --- | --- | --- | --- | --- | --- | --- | --- | --- |
| ABCB6 inh MLPCN | 89 | 97 | 98 | 93 | 106 | 86 | 93 | 102 | 95 | 96 |
| MC4R antagonist | -2 | -5 | 0 | -1 | 6 | 1 | 2 | 7 | 12 | 10 |
| HTR2A ag | -5 | 1 | 1 | 8 | -5 | -4 | -3 | 9 | -1 | 3 |
| Cardio protect | -2 | 6 | 5 | -4 | -9 | -5 | -9 | 1 | -6 | -3 |
| TLR9-MyD88 block | 1 | -1 | -1 | -8 | -9 | -2 | nt | -9 | 15 | 1 |
| N-glyco inh | 2 | -1 | 2 | 3 | -5 | -3 | 0 | 0 | 3 | -2 |
| NOD2-RIPK2 inh | 1 | 2 | -5 | -4 | -2 | 12 | -4 | -1 | 23* | -9 |
| NCOA2 inhibitor | 1 | -7 | 13 | 11 | -72 | 2 | 10 | -1 | 19 | -3 |
| MC4R ag barr | 2.9 | -0.8 | -1.0 | 18* | 1.0 | -1.3 | -0.3 | 2.3 | -2.7 | -1.3 |
| ABHD5 PLIN5 PPI | -1 | 2 | 6 | 0 | -11 | 10 | -9 | 13 | 25* | 8 |

Whole records, looked up by structure. Screens in order: ABCB6 inh MLPCN | MC4R antagonist | HTR2A ag | Cardio protect | TLR9-MyD88 block | N-glyco inh | NOD2-RIPK2 inh | NCOA2 inhibitor | MC4R ag barr | ABHD5 PLIN5 PPI
C/C(N)=C(/C#N)C(=O)CSc1nnnn1-c1ccc(C)cc1 is listed with 98 | 3 | 3 | -5 | -2 | 1 | -7 | -21 | -2.1 | -1
C=CCNc1sc(C(=O)c2ccc(C)cc2)c(N)c1C#N is listed with 86 | 1 | -4 | -5 | -2 | -3 | 12 | 2 | -1.3 | 10

The list goes on:
[21] COc1cc(OC)c(NC(=O)CCCNC(=O)Cn2cnc3sc(C)c(C)c3c2=O)cc1Cl
[22] CCOC(=O)C1CCCN(C(=O)c2cc3c(=O)n(C)c4ccccc4c3n2C)C1 (stereo not given)
[23] COCCSc1ccccc1C(=O)N1CCc2ccccc21
[24] CC1CN(C(=O)Cn2c(=O)oc3ccccc32)CC(C)O1 (stereo not given)
[25] O=C1OC(C(=O)O)Cc2ccccc21 (stereo not given)

| entry no. | 21 | 22 | 23 | 24 | 25 |
| --- | --- | --- | --- | --- | --- |
| ABCB6 inh MLPCN | 96 | 99 | 99 | 96 | 102 |
| MC4R antagonist | 8 | 7 | 12 | 5 | 17 |
| HTR2A ag | 5 | 2 | -2 | 5 | 0 |
| Cardio protect | 1 | 44 | 5 | -1 | 3 |
| TLR9-MyD88 block | -7 | -27 | -8 | 0 | 1 |
| N-glyco inh | 5 | -1 | 0 | 2 | 2 |
| NOD2-RIPK2 inh | -9 | 0 | -3 | 4 | 1 |
| NCOA2 inhibitor | -10 | 0 | 10 | 2 | 12 |
| MC4R ag barr | 0.3 | 0.2 | 0.9 | -1.1 | -1.5 |
| ABHD5 PLIN5 PPI | -1 | -7 | -10 | -5 | -2 |

Ordered by molar mass (highest first): 11 of the compounds above
[20] COc1ccc(N(C)S(=O)(=O)c2cccc(C(=O)OC(C)C(=O)NC3CCCCC3C)c2)cc1 (stereo not given)
[14] Cc1ccc(OCc2nnc(SCC(=O)Nc3sc(C)c(C)c3C#N)n2C)cc1
[22] CCOC(=O)C1CCCN(C(=O)c2cc3c(=O)n(C)c4ccccc4c3n2C)C1 (stereo not given)
[17] COc1cccc(C(C)(O)c2nc(-c3ccc(Cl)cc3)cs2)c1 (stereo not given)
[15] Fc1cccc(Cl)c1Cn1nnc(-c2ccc3c(c2)OCO3)n1
[13] CC(=O)N1CCN(C(=O)/C(C#N)=C/c2ccc3c(c2)OCO3)CC1
[23] COCCSc1ccccc1C(=O)N1CCc2ccccc21
[19] Cc1ccc(-c2cc(C(F)F)nc(S(C)(=O)=O)n2)cc1
[16] C=CCNc1sc(C(=O)c2ccc(C)cc2)c(N)c1C#N
[24] CC1CN(C(=O)Cn2c(=O)oc3ccccc32)CC(C)O1 (stereo not given)
[18] O=C(Nc1nccs1)C1CC(=O)N(c2ccccc2)C1 (stereo not given)

| entry no. | 20 | 14 | 22 | 17 | 15 | 13 | 23 | 19 | 16 | 24 | 18 |
| --- | --- | --- | --- | --- | --- | --- | --- | --- | --- | --- | --- |
| ABCB6 inh MLPCN | 96 | 93 | 99 | 93 | 106 | 98 | 99 | 95 | 86 | 96 | 102 |
| MC4R antagonist | 10 | -1 | 7 | 2 | 6 | 0 | 12 | 12 | 1 | 5 | 7 |
| HTR2A ag | 3 | 8 | 2 | -3 | -5 | 1 | -2 | -1 | -4 | 5 | 9 |
| Cardio protect | -3 | -4 | 44 | -9 | -9 | 5 | 5 | -6 | -5 | -1 | 1 |
| TLR9-MyD88 block | 1 | -8 | -27 | nt | -9 | -1 | -8 | 15 | -2 | 0 | -9 |
| N-glyco inh | -2 | 3 | -1 | 0 | -5 | 2 | 0 | 3 | -3 | 2 | 0 |
| NOD2-RIPK2 inh | -9 | -4 | 0 | -4 | -2 | -5 | -3 | 23* | 12 | 4 | -1 |
| NCOA2 inhibitor | -3 | 11 | 0 | 10 | -72 | 13 | 10 | 19 | 2 | 2 | -1 |
| MC4R ag barr | -1.3 | 18* | 0.2 | -0.3 | 1.0 | -1.0 | 0.9 | -2.7 | -1.3 | -1.1 | 2.3 |
| ABHD5 PLIN5 PPI | 8 | 0 | -7 | -9 | -11 | 6 | -10 | 25* | 10 | -5 | 13 |

From PubChem
